Screening results as filed in PubChem.
MEP2-GFP yeast = alters MEP2-GFP fluorescence in TOR pathway yeast screen; S. cerevisiae MEP2-GFP strain, flow cytometry GFP, 3 h; 100% = DMSO control level; GFP response vs DMSO, % at 10 µM; 330,000 tested, 0.51% active;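 active = GFP response versus DMSO above a set limit, roughly screen mean plus 3 SD, cut at about 180% in these data; inconclusive = fewer than 70 cells counted for a yeast strain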;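 note: median GFP fluorescence of the barcode-gated MEP2-GFP cells per well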
AGP1 TOR yeast = modulators of TOR pathway AGP1-GFP in S. cerevisiae; S. cerevisiae AGP1-GFP multiplex flow cytometry, 3 h; GFP as percent of DMSO wells; GFP response vs DMSO, % at 10 µM; 320,000 tested, 0.02% active; AID 2066;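 active = GFP response relative to DMSO above a set limit, near screen average plus 3 SD, cut at about 150% in these data; inconclusive = fewer than 70 cells counted for the yeast strain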;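 note: median GFP channel fluorescence of the gated AGP1 strain per well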
CIT2 TOR yeast = modulators of TOR pathway CIT2-GFP in S. cerevisiae; S. cerevisiae CIT2-GFP strain, flow cytometry, 3 h; 100 means same as DMSO wells; GFP response vs DMSO, % at 10 µM; 320,000 tested, 0.065% active; AID 2029;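 active = GFP response relative to DMSO above a set limit, near the screen mean plus 3 SD, cut at about 150% in these data; inconclusive = Fewer than 70 cells measured for a yeast strain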;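 note: ratio of well median GFP fluorescence to mean of DMSO wells on the plate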
RPL19A-GFP yeast = yeast TOR pathway RPL19A-GFP modulation; S. cerevisiae RPL19A-GFP strain, flow cytometry, 3 h; hits give low values; percent response vs DMSO, % at 10 µM; 330,000 tested, 0.3% active;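 active = percent response vs DMSO below 50%; inconclusive = fewer than 70 events counted for the yeast strain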;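 note: median channel GFP fluorescence of the barcoded RPL19A-GFP strain; ratio of sample median GFP to plate DMSO average so 100% = DMSO; lower means less RPL19A-GFP as with rapamycin TOR inhibition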
LAP4-GFP MLPCN = alters LAP4-GFP fluorescence in TOR pathway yeast screen | S. cerevisiae LAP4-GFP multiplex, flow cytometry GFP, 3 h; median GFP as percent of DMSO wells | GFP response vs DMSO, % at 10 µM | 320,000 tested, 0.34% active | AID 2023;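 active = GFP response vs DMSO above a set limit, about the screen mean plus 3 SD, cut at about 150% in these data; inconclusive = under 70 cell events counted for the yeast strain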
AHR act = activators of human aryl hydrocarbon receptor | P35869 | AHR-responsive luciferase reporter cells, luminescence | activation, % at 5 µM | 320,000 tested, 2.5% active | AID 2796; in the data active = activation above about 47%;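 note: 0% = vehicle wells and 100% = reference agonist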
procasp7 counter = counter-screen for procaspase-3 activators: activators of human procaspase-7; P55210; recombinant procaspase-7, Ac-DEVD-pNA absorbance 405 nm; D23A/D198A/D206A triple mutant, cannot self-cleave; scale: DMSO 0, 5 µM enzyme 100; activation, % at 8.5 µM; 330,000 tested, 0.093% active; AID 463210;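 active = percent activation above the screen-wide mean plus 3 SD, cut at about 25% in these data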
Target sequence (P55210 whole entry D23A/D198A/D206A): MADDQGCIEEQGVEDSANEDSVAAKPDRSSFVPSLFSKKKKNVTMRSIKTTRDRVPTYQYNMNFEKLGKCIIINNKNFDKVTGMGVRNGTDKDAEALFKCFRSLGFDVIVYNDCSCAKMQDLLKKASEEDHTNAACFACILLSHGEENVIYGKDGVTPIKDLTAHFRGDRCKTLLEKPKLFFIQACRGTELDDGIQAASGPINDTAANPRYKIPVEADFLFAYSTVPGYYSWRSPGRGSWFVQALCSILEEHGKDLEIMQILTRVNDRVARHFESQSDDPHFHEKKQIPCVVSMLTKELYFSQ
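buffer or medium = Zinc-free HEPES/NaCl buffer, pH 7.4 | material = Procaspase-7 triple mutant (PC-7 D3A) | input = 2 µM procaspase-7 mutant as dispensed | signal = Epi-absorbance of released pNA at 405 nm, two timepoints | timing = 1 h preincubation, 2 h reaction | replicates = singlicate compound testing | evaluation = % activation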
proCasp3 act = activators of human procaspase-3; 330,000 tested, 0.11% active; activation, % at 8.5 µM; P42574; recombinant procaspase-3 D3A, Ac-DEVD-pNA absorbance 405 nm;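 active = activation above the mean of all tested compounds plus 3 SD, cut at about 21% in these data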;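 note: 0% = DMSO alone and 100% = DMSO wells spiked with extra 5 µM PC-3 D3A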
Target sequence (P42574 whole entry D9A/D28A/D175A): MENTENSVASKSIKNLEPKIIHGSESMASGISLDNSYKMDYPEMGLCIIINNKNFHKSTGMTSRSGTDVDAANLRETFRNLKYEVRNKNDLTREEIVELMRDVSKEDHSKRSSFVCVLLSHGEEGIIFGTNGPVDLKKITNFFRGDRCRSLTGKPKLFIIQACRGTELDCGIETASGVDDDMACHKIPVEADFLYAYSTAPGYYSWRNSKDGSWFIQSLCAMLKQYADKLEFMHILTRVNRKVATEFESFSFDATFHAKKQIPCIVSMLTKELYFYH
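Assay system: Autoprocessing-dead procaspase-3 D3A mutant enzyme; also added: Ac-DEVD-pNA; doses: one concentration, 8.5 µM nominal, 0.8% DMSO; times: 1 h compound preincubation, 2 h substrate hydrolysis at 25 °C; technique: 405 nm absorbance of p-nitroaniline, reads at 0 and 120 min; measure: % activation between DMSO and enzyme-spiked controls; repeats: single replicate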
Starred values were filed as active, the others as inactive; u = inconclusive; x = not tested or not shown; [ ] = dose if it differs, or a comment. Random draw from the library, and some 3.5% of all compounds hit somewhere here.

SMILES	MEP2-GFP yeast	AGP1 TOR yeast	CIT2 TOR yeast	RPL19A-GFP yeast	LAP4-GFP MLPCN	AHR act	procasp7 counter	proCasp3 act
Cc1cccc(OS(=O)(=O)NC(=O)OCC2CCCN3CCCCC23)c1 (stereo not drawn)	97	100	100	96	99	-1	2	9
CC(=N)C1=C(O)CC(c2ccccc2)CC1=O (stereo not drawn)	100	103	98	104	92	-2	-5	7
COc1cc2c(cc1OC)C(c1cc(OC)c(OC)c(OC)c1)NCC2 (stereo not drawn)	104	107	101	102	101	-2	-7	4
COCc1cc(Sc2cccc(Cl)c2Cl)nc(-c2ccccc2)n1	114	107	129	108	110	1	-2	-4
CCN(CC)C(=O)C1CCN(Cc2ccc(OCc3ccccc3)cc2)CC1	104	110	106	103	95	-1	0	9
COc1ccc(C(=O)NCCN2CCOCC2)cc1OC	90	94	82	95	90	0	-1	-1
O=C(Nc1cc(Cl)ccc1Oc1ccccc1)c1cnccn1	111	108	108	98	111	1	15	3
COC(=O)c1cccc(N(C(=O)CNC(=O)c2cccs2)C(C(=O)NCC2CCCO2)c2ccc(OC)c(OC)c2)c1 (stereo not drawn)	96	101	94	101	95	-1	5	14
ClC1CCCCC1n1nnc2ccccc21 (stereo not drawn)	92	102	96	96	95	-3	4	-11
O=C(N/C(=C\c1ccc(Br)cc1)C(=O)N1CCOCC1)c1ccccc1Cl	87	99	102	108	75	1	12	0
Cn1c(SCc2cnc(-c3ccccc3)s2)nnc1C1COc2ccccc2O1 (stereo not drawn)	101	101	98	103	98	1	-5	-8
COc1ccc(NC2=C(NCCO)C(=O)c3ccccc3C2=O)cc1	104	106	102	109	98	40	-12	-1
CN(C)S(=O)(=O)Oc1ccc(Cl)cc1C(=O)Nc1cccc(C(F)(F)F)c1	91	87	89	91	79	28	11	0
N#Cc1nnn(-c2ccc(Cl)cc2)c1N	91	92	90	95	98	3	7	3
COc1ccc(OC)c(NC(=O)C2CCN(c3nc(C)cc(C)n3)CC2)c1	94	78	89	84	84	-1	-7	4

Three entries out of the list above, arranged by their value in proCasp3 act, highest first:
mol | MEP2-GFP yeast | AGP1 TOR yeast | CIT2 TOR yeast | RPL19A-GFP yeast | LAP4-GFP MLPCN | AHR act | proCasp3 act
CCN(CC)C(=O)C1CCN(Cc2ccc(OCc3ccccc3)cc2)CC1 | 104 | 110 | 106 | 103 | 95 | -1 | 9
O=C(Nc1cc(Cl)ccc1Oc1ccccc1)c1cnccn1 | 111 | 108 | 108 | 98 | 111 | 1 | 3
CN(C)S(=O)(=O)Oc1ccc(Cl)cc1C(=O)Nc1cccc(C(F)(F)F)c1 | 91 | 87 | 89 | 91 | 79 | 28 | 0

Later entries:
SMILES	MEP2-GFP yeast	AGP1 TOR yeast	CIT2 TOR yeast	RPL19A-GFP yeast	LAP4-GFP MLPCN	AHR act	procasp7 counter	proCasp3 act
O=C(Nc1ccccc1)c1ccc(S(=O)(=O)NCC2CCCO2)cc1 (stereo not drawn)	105	106	102	98	105	0	5	7
COC(=O)C1=C(C)NC(C)=C(C(=O)OC)C1C(=O)OC1CCCCC1=O (stereo not drawn)	103	108	107	108	103	7	3	-4
Cn1c(=O)[nH]c2cc3ccccc3cc21	128	98	101	98	111	1	-1	-3
Cc1cc(C)c(C)c(S(=O)(=O)NCc2ccc(C(=O)NCC3CCCO3)cc2)c1C (stereo not drawn)	92	102	x	98	99	0	3	5
C=CCOc1ccc(/C=N/NC(=O)C(=O)N2CCCCCC2)cc1OC	101	100	104	99	97	8	3	1
COc1ccc(Nc2ncnc3c2cnn3Cc2ccc(C)cc2)cc1	101	104	88	91	105	26	10	1
Cc1cc(N(C)C)nc(Nc2ccccc2)n1	96	93	97	98	95	3	7	3
Cc1cc(C)n(CC(=O)N2CCCC(C(=O)c3cccc(OC(C)C)c3)C2)n1 (stereo not drawn)	104	112	115	108	104	-1	1	13
CC(Sc1ccccc1)C(=O)Nc1ccc(S(=O)(=O)N2CCOCC2)cc1 (stereo not drawn)	99	100	93	99	91	5	2	-5
CCOC(=O)c1c(C)[nH]c(C(=O)OCc2csc(CC(=O)Nc3ccccc3C)n2)c1C	96	108	109	95	101	9	3	14
C=CCn1c(SCC(=O)Nc2ccc(OC)cc2)nc2ccccc2c1=O	107	100	102	103	95	6	0	-3
Cc1ccc(S(=O)(=O)N2CCOCC2)cc1NC(=O)c1cc2ccccc2oc1=O	94	97	94	97	95	-5	0	4
CC(C)n1cc(/C=N/NC(=O)COc2cccc3cccnc23)c2ccccc21	70	97	94	95	89	45	-1	-4
Cc1ccc[n+](C(C)C(=O)Nc2ccc(C)c([N+](=O)[O-])c2)c1 (stereo not drawn)	107	93	98	92	92	-3	-2	2
CCOc1ccccc1CN1CCN(Cc2cc3ccccc3[nH]2)CC1CCO (stereo not drawn)	100	101	97	106	103	12	-4	12
CCOC(=O)Cn1cnc2c(cnn2-c2ccccc2)c1=O	96	103	101	91	117	3	-3	6
COc1ccc(OC)c(-n2c(-c3ccn[nH]3)n[nH]c2=S)c1	85	92	88	92	100	1	-7	-9
c1ccc(-n2cnc3ccccc32)cc1	94	102	98	100	106	1	5	-4
COc1ccccc1NS(=O)(=O)c1cccc(NC(=O)Nc2ccc(Cl)cc2)c1	105	97	102	103	90	18	10	11
CCCCNC(=O)/C=C/c1ccc(OC)c(Br)c1	113	97	100	107	112	-8	-9	-4
O=C(O)c1cccc(-n2cccc2/C=C2/NC(=O)N(Cc3ccccc3F)C2=O)c1	95	98	92	92	97	-1	7	6
O=S(=O)(c1ccc(S(=O)(=O)N(Cc2ccccc2)Cc2ccco2)cc1)N1CCCC1	103	101	105	101	97	-2	5	-1
CN(C)CCCNC(=O)/C(=C\C=C\c1ccccc1)NC(=O)c1ccc([N+](=O)[O-])cc1	95	113	107	100	108	-2	10	-4
CCOC(=O)Cn1nc(C)c(NC(=O)COc2cccc(Cl)c2)c1C	101	114	120	100	101	3	5	-1
Cc1ccc(S(=O)(=O)N2CCN(C(=O)CN3CCCCC3)C2C(C)C)cc1 (stereo not drawn)	96	98	94	96	93	9	9	6
CCN1C(=O)/C(=C\N2CCN(c3ccc(F)cc3)CC2)SC1=S	96	94	96	100	98	-9	-2	6
Cc1ccc(SCC(=O)Nc2nncs2)cc1	96	106	100	101	101	1	-1	5
Cn1c(SCC(=O)Nc2nc3ccccc3s2)nnc1-c1ccccc1	102	100	102	106	100	13	-4	8
O=C1C(=O)N(c2nccs2)C(c2ccccc2)/C1=C(\O)c1ccc2c(c1)OCCO2 (stereo not drawn)	104	95	92	98	100	5	-43	-9
CCOC(=O)CSc1nn(-c2ccccc2)c(=S)s1	98	104	94	96	100	2	5	-7
O=C(CCCc1ccccc1)Nc1nnc(C(F)(F)F)s1	98	97	106	103	98	2	8	-1
C/C(=N\NC(=O)c1ccc(C)cc1C)c1ccc2c(c1)Nc1ccccc1S2	106	92	93	103	93	0	-4	-8
CCCn1c(C)cc(C(=O)CSc2nc3ccccc3c(=O)n2Cc2ccco2)c1C	104	105	105	105	96	7	-3	-3
C=C(C)C(=O)Nc1cccc(C2=NOC3(C2)C[C@@H](C(N)=O)N(C(=O)/C(C)=C/C)C3)c1 (stereo partly drawn)	87	81	83	93	125	1	-9	-5
CCOC(=O)CSc1nc2c(c(=O)[nH]c(=O)n2C)n1CCc1ccccc1	123	101	99	102	103	1	11	5
C=CCn1c(C)nnc1SCC(=O)Nc1nc(C)c(C(=O)N(C)C)s1	84	95	116	102	68	-2	-4	-3
Cc1ccc(C(=O)O)cc1-c1ccc(/C=C2/NC(=O)N(c3ccccc3)C2=O)o1	101	93	x	102	101	1	-5	-16
Cc1cc(C(=O)OCC(=O)N(C)c2ccccc2)ccc1[N+](=O)[O-]	102	106	98	100	103	-3	12	2
c1ccc2c(c1)oc1c(NCc3ccc4c(c3)OCO4)ncnc12	112	102	100	94	126	6	12	7
COc1ccc(CCC(C)NCc2ccc(Cl)c(Cl)c2)cc1 (stereo not drawn)	102	107	105	106	99	1	-3	5
CC(C)CN1CCN(Cc2cc3ccccc3[nH]2)CC1CCO (stereo not drawn)	96	99	96	100	83	11	-10	1
CNC(=S)N(Cc1cccs1)Cc1cc2cc(OC)c(OC)cc2[nH]c1=O	103	100	93	98	106	35	-18	0
CC(C)c1ccccc1NC(=O)CCc1nc2ccccc2s1	101	100	97	100	95	17	-21	-27
COc1ccc(/C=C2/C(=N)N3N=C(CC(=O)N4CCCC4)SC3=NC2=O)cc1	93	98	95	97	92	-1	1	5
Cc1cc(=O)[nH]c(Cc2ccc(OC(C)C)cc2)n1	99	103	98	100	101	1	6	2
O=C(Nc1ccc2c(c1)OCO2)c1cccc(F)c1	108	101	98	101	109	24	0	4
FC(F)(F)c1cccc(Cn2nnnc2-c2ccc(Cl)cc2)c1	97	94	93	99	91	-4	-3	-4
Cc1ccc2oc(-c3ccc(C)c(NC(=S)NC(=O)c4cccs4)c3)nc2c1	109	97	105	105	87	2	1	3
O=C(COC(=O)C12CC3CC(CC(C3)C1)C2)NCCCc1ccccc1	90	95	91	93	98	-3	0	-4
CC(=O)c1c(Cl)nc2cccc3c2c1-c1ccccc1C3=O	108	102	108	105	88	28	5	-2
CCOC(=O)C1=C(CN2CCN(C(=O)c3ccco3)CC2)NC(=O)NC1c1ccccc1 (stereo not drawn)	111	102	104	106	100	3	9	9
COc1cc(/C=N/N2C(=O)C3C4c5ccccc5C(c5ccccc54)C3C2=O)ccc1O (stereo not drawn)	105	112	122	105	86	6	2	3
Nc1nc(SCC(=O)Nc2cc(Cl)ccc2Cl)n[nH]1	97	96	100	98	85	0	6	9
Cc1ccc(CNC(=O)C2(S(=O)(=O)c3ccc(C)cc3)CC2)cc1	102	105	95	99	115	6	4	-8
CC(=O)Oc1ccc2oc(C)c(C(=O)N3CCOCC3)c2c1	104	104	103	103	97	-1	13	-9
CCNc1nc(NCC)n2c(SCC(=O)c3ccc(C(C)C)cc3)nnc2n1	98	100	97	102	103	4	10	-1
COc1cc2[nH]c(=S)nc(Nc3ccc(NC(C)=O)cc3)c2cc1OC	103	110	99	103	98	5	-7	-8
CSc1ccc(OC2CCCCC2NS(=O)(=O)c2ccc(Cl)cc2)cc1 (stereo not drawn)	99	99	98	101	92	1	0	8
Cc1csc(NC(=O)c2ccc(COc3ccccc3)o2)n1	99	93	84	95	125	2	1	0
CCOc1ccccc1CN1CCN(CC2=Cc3cc(OC)ccc3OC2)CC1CCO (stereo not drawn)	205*[may fluoresce violet]	29[may fluoresce violet]	u	51[may fluoresce violet]	87[may fluoresce violet]	2	6	4
O=S(=O)(Nc1ccccn1)c1cccs1	89	90	97	98	98	0	-4	-2
COc1cc(OC)c(C(=O)NC23CC4CC(CC(C4)C2)C3)cc1OC	96	85	86	94	83	4	9	0
